# p-CIP stab down = compounds decreasing mouse p/CIP protein stability; Q05BA5; F442A p/CIP-EGFP cells, EGFP fluorescence, 16 h; decrease of EGFP signal, % at 10 µM; 0.01% of 290,000 active;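 active means EGFP signal decrease of at least 30% at 10 µM or well 3 SD below plate mean, unless failing retest; inactive means the rest, including hits failing retest or dose response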; further: some compounds called inactive have numbers as strong as hits; many of its hits are not listed in these tables
# CRFBP-R2 block = CRF-BP/CRF-R2 complex antagonism; 0.59% of 350,000 active; AID 588475; HEK293 CRF-R2/CRF-BP, CRF-induced calcium fluorescence; inhibition, % at 11.8 µM;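 active means inhibition of the ligand-induced calcium signal above about 50% at the single tested concentration, limit read from the data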
# PHOSPHO1 block = blocks human PHOSPHO1 phosphatase activity; Q8TCT1; AID 1565; inhibition, % at 13.3 µM; recombinant PHOSPHO1, absorbance phosphatase assay; 1.1% of 290,000 active; in the data active means inhibition above about 60%
# CHRM4 PAM = positive allosteric modulators of human muscarinic M4 receptor; P08173; CHO-K1 hM4/Gqi5, Fluo-8 calcium fluorescence, ACh EC20; 0% = ACh EC20, 100% = maximal ACh; activation, % at 3 µM; 0.4% of 360,000 active; AID 624126;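 active means activation above its plate's cutoff, the mean activation of sample wells plus 3 SD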; further: some results filed as inactive read as strong as hits
# IDE cell activ = activators of human insulin-degrading enzyme in cells; P14735; HEK cells, FAbeta-B cleavage, fluorescence polarization; 0% vehicle, 100% cell-free pure enzyme wells; activation, % at 5.96 µM; 0.073% of 340,000 active;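 active means activation above the mean of all tested compounds plus 3 SD, set per screening campaign, cut at about 17% in these data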
# Target sequence (P14735 whole entry, looked up): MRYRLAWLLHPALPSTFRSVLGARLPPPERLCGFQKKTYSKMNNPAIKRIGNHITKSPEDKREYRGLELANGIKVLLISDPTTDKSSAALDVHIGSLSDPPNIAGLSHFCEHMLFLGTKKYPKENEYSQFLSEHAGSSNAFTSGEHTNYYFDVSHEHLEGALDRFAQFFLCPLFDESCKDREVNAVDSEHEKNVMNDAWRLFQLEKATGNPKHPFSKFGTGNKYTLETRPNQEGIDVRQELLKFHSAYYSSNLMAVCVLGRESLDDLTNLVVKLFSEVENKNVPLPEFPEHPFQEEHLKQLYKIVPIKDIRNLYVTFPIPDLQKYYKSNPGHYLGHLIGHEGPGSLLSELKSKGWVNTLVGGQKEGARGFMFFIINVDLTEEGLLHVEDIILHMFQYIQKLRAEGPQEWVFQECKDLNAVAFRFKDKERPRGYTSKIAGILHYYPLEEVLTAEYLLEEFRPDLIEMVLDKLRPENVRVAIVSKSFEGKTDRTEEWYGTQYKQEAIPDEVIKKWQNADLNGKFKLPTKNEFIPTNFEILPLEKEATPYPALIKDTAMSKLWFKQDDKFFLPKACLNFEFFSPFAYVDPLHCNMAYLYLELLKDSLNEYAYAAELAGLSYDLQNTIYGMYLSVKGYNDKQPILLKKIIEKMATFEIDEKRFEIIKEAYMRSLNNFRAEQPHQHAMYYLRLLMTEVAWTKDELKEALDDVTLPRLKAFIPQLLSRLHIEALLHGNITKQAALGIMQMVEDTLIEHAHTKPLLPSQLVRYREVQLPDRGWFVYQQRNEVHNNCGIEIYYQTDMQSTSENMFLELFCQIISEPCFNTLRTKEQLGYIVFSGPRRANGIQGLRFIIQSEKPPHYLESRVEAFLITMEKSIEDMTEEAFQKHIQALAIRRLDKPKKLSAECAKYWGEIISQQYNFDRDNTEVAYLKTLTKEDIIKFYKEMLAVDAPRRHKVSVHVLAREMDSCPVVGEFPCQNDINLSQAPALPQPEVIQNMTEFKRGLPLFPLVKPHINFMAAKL
# IDE inh = inhibitors of human insulin-degrading enzyme in cells; inhibition, % at 5.59 µM; AID 434962; P14735; HEK cells, FAbetaB cleavage, fluorescence polarization; 0.41% of 320,000 active;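 active means percent inhibition above the average of all tested compounds plus 3 SD, set per screening campaign, cut at about 16% in these data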;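 further: IDE supplied by intact live HEK cells; FP after avidin binding of uncleaved biotin substrate so inhibition keeps polarization high; 0% = DMSO wells and 100% = 60 µM reference IDE inhibitor Ii1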
# GalR3 antagonist = blocks the human galanin receptor 3 | HEK293 GalR3-CNG cAMP membrane potential fluorescence; galR3 body fused to GalR1 C-terminus | 0.44% of 360,000 active | O60755 | inhibition, % at 3 µM;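 active means inhibition above the screen-wide average plus 3 SD, cut at about 13% in these data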;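 further: forskolin and galanin both at EC90 stimulate the cells; cAMP rise reported by CNG channel membrane potential dye signal; 0% = forskolin plus galanin with DMSO and 100% = forskolin alone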
# CRFR2-BP ag = agonists of human CRF-binding protein/CRF-R2 receptor complex; HEK293 CRF-R2/CRF-BP, calcium dye fluorescence (FLIPR); percent of saturating CRF peptide response; activation, % at 13.2 µM; 0.46% of 350,000 active;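 active means activation of at least 50%, plus an integration ratio under a set limit after plate pattern correction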;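 further: plate controls were neutral control wells without compound for no effect and CRF at EC100 for full effect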
# MEKK3 PB1 HTS = MEKK3-MEK5 PB1 interaction, increase or decrease; Q99759; bead-based flow cytometry, Alexa488-MEK5 binding to MEKK3; actives lie on both sides; 0 = blocked by unlabeled MEK5, 100 = vehicle; binding response (% of control), % at 10 µM; 1.4% of 290,000 active; AID 1529;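 active means binding response more than 3 SD above or below the average of its plate-row segment, actives on both sides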;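 further: Alexa488 bead fluorescence after subtracting the streptavidin-only scavenger bead signal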
# * marks the source's active call; other numbers are inactive results; · = no result given.
molecule,p-CIP stab down,CRFBP-R2 block,PHOSPHO1 block,CHRM4 PAM,IDE cell activ,IDE inh,GalR3 antagonist,CRFR2-BP ag,MEKK3 PB1 HTS
O=C(C[n+]1ccccc1)N/N=C/c1c(F)cccc1Cl,-7,27,-3,3,5,12,-3,-2.0,92
COC(=O)c1ccccc1N/C=C/C(=O)c1ccc(Br)cc1,-16,-25,1,2,3,-2,1,-0.6,99
Clc1ccc(-c2nc(Cc3ccccc3)no2)cc1,-15,-9,-5,-3,3,-4,1,1.9,103
N#Cc1ccc(CSc2ccc(S(=O)(=O)N3CCCC3)cn2)cc1,·,0,·,-7,3,-4,-3,-0.2,·
O=C1NN(c2ccccc2)C(=O)/C1=C\c1ccccc1OCC(=O)N1CCOCC1,-6,-18,27,2,-6,5,-5,-0.4,105
Nc1ccc2c(c1)N1CCN=C1S2,-5,6,25,-10,2,1,-3,-0.7,99
O=C(COC(=O)/C=C/c1ccc2c(c1)OCO2)Nc1ccc(S(=O)(=O)N2CCCC2)cc1,1,3,-12,-13,1,0,1,0.4,94
O=C(NCc1cccc(Cl)c1)c1ccc2c(c1)OCCO2,1,9,14,2,5,5,-11,-1.6,100
Nc1ccc(C(=O)c2ccccc2C(=O)O)cc1Cl,-10,-2,-25,-1,5,2,-6,-0.3,86
CC1CCN(C(=O)CCCOc2cc(=O)n(C)c3ccccc23)CC1,-5,-9,-10,0,-4,5,-3,2.5,88
N#CCCn1cc(/C=N/NC(N)=S)c(-c2ccc(-c3ccccc3)cc2)n1,-16,15,-4,-4,1,-8,-4,3.1,62
O=[N+]([O-])c1ccc(Nc2ccc(F)cc2)nc1,-16,18,-28,-7,0,1,-1,-0.8,97
COc1cc2ccccc2cc1C(=O)Nc1ccncc1,·,-10,·,6,1,-1,-4,-1.5,·
CCOc1cc(C2NN=C(c3ccccc3)S2)ccc1OCc1ccccc1Cl (stereo unspecified),-1,-7,28,4,3,-6,-1,-0.6,97
COc1ccc(OC)c(NC(=O)CSc2ncccn2)c1,-14,9,76*,7,4,6,-5,-1.1,102
Cc1cccc(N(C)S(=O)(=O)c2ccc3c(c2)C(C)(C)C(=O)N3C)c1,1,38,31,-5,-2,0,·,-0.7,102
COC(=O)COn1c(SCC(=O)OC)nc2ccccc2c1=O,-6,-3,-7,3,5,0,-2,-1.0,98
COc1ccc(C(=O)CSC#N)cc1OC,-16,13,56,-5,4,-1,4,-0.1,82
Nc1ncc2c(n1)-c1ccoc1CC2,-10,-17,39,-1,-1,3,-11,-0.2,110
COc1ccc(NC(=O)CCc2nc3ccccc3s2)c(OC)c1,-7,2,28,2,0,-2,-5,-9.4,102
COc1cc2c(cc1OC)CN(c1ccc(F)cc1[N+](=O)[O-])CC2,1,-11,25,0,4,0,2,-4.9,105
COc1cccc(NC(=O)CN2C(=O)COc3ccc(S(=O)(=O)N4CCCCCC4)cc32)c1,2,-5,32,3,-1,4,-8,-0.7,104
CC(=O)N1CCc2ccc(N)cc21,·,-6,·,-4,-2,·,-4,2.0,·
COc1cccc(NC(=S)N2CCN(C)CC2)c1,-13,2,35,-1,6,5,-2,0.1,105

# Sorted by heavy-atom count (highest first): part of the list above.
molecule,p-CIP stab down,CRFBP-R2 block,PHOSPHO1 block,CHRM4 PAM,IDE cell activ,IDE inh,GalR3 antagonist,CRFR2-BP ag,MEKK3 PB1 HTS
COc1cccc(NC(=O)CN2C(=O)COc3ccc(S(=O)(=O)N4CCCCCC4)cc32)c1,2,-5,32,3,-1,4,-8,-0.7,104
O=C(COC(=O)/C=C/c1ccc2c(c1)OCO2)Nc1ccc(S(=O)(=O)N2CCCC2)cc1,1,3,-12,-13,1,0,1,0.4,94
CCOc1cc(C2NN=C(c3ccccc3)S2)ccc1OCc1ccccc1Cl (stereo unspecified),-1,-7,28,4,3,-6,-1,-0.6,97
N#CCCn1cc(/C=N/NC(N)=S)c(-c2ccc(-c3ccccc3)cc2)n1,-16,15,-4,-4,1,-8,-4,3.1,62
CC1CCN(C(=O)CCCOc2cc(=O)n(C)c3ccccc23)CC1,-5,-9,-10,0,-4,5,-3,2.5,88
COc1ccc(NC(=O)CCc2nc3ccccc3s2)c(OC)c1,-7,2,28,2,0,-2,-5,-9.4,102
COC(=O)COn1c(SCC(=O)OC)nc2ccccc2c1=O,-6,-3,-7,3,5,0,-2,-1.0,98
O=C(NCc1cccc(Cl)c1)c1ccc2c(c1)OCCO2,1,9,14,2,5,5,-11,-1.6,100
Nc1ccc(C(=O)c2ccccc2C(=O)O)cc1Cl,-10,-2,-25,-1,5,2,-6,-0.3,86
COc1cccc(NC(=S)N2CCN(C)CC2)c1,-13,2,35,-1,6,5,-2,0.1,105
O=[N+]([O-])c1ccc(Nc2ccc(F)cc2)nc1,-16,18,-28,-7,0,1,-1,-0.8,97
COc1ccc(C(=O)CSC#N)cc1OC,-16,13,56,-5,4,-1,4,-0.1,82
Nc1ncc2c(n1)-c1ccoc1CC2,-10,-17,39,-1,-1,3,-11,-0.2,110
Nc1ccc2c(c1)N1CCN=C1S2,-5,6,25,-10,2,1,-3,-0.7,99

# Next section
molecule,p-CIP stab down,CRFBP-R2 block,PHOSPHO1 block,CHRM4 PAM,IDE cell activ,IDE inh,GalR3 antagonist,CRFR2-BP ag,MEKK3 PB1 HTS
O=C(CCSc1nnc(-c2ccccc2)o1)N1CCOCC1,-22,-2,0,9,5,5,-1,0.5,112
CCOc1c(O)ccc(C2NC(=O)NC(C)=C2C(=O)OC)c1[N+](=O)[O-] (stereo unspecified),3,21,-10,7,-6,-2,0,2.2,91
Cn1c(Oc2ccc(Cl)cc2)c(C=O)c2ccccc21,6,36,9,-5,4,-1,0,14,107
O=C(CCNC(=O)c1ccccc1Cl)Nc1nc2ccccc2[nH]1,·,0,·,-2,0,-1,-3,0.2,·
COc1ccc(CN2CCN(Cc3c[nH]c4ccccc34)CC2)c(OC)c1,·,4,·,0,·,·,-6,-1.9,·
CCN=c1scc(-c2ccco2)n1/N=C/c1ccc(O)cc1,-14,-10,80*,-5,3,4,1,-0.4,97
O=C(Nc1cccnc1Cl)c1cc(-c2ccc(Cl)cc2)on1,-16,-5,35,4,4,7,-11,-0.4,98
CCOC(=O)c1[nH]c2ccc(OC)cc2c1NC(=S)N1CCN(c2ccccc2)CC1,0,-7,-6,-1,-9,7,-3,-0.6,128
O=Cc1cn(CC(O)CN2CCCCC2)c2ccccc12 (stereo unspecified),2,19,19,1,3,-1,-5,0.0,93
Cc1ccc(NC(=O)c2cc(S(=O)(=O)N3CCCCC3)c[nH]2)cc1C,-9,8,15,-1,-4,-1,-3,2.5,104
Cn1cccc1C(=O)c1ccc(Cl)cc1Cl,-5,17,6,6,1,2,-5,-1.6,99
COc1c2c(nc3occc13)C(CC=C(C)C)(OC)C(O)CC2 (stereo unspecified),-3,-3,-3,-4,5,1,3,1.0,93
Oc1ccccc1C=NN=C1c2ccccc2-c2ccccc21,·,5,·,5,3,·,-3,-0.7,·
COc1ccc(C(=O)N2CCC(C(=O)Nc3ccc4c(c3)OCCO4)CC2)cc1,-8,6,2,7,2,5,4,0.3,102
O=C(CNc1cccc2ccccc12)N/N=C/c1ccc([N+](=O)[O-])o1,-14,5,-22,-8,-3,-1,-5,0.3,91
O=C(Nc1ccc([N+](=O)[O-])c(NC(=O)c2cccnc2)c1)c1cccnc1,·,-8,·,-2,-3,6,-5,-2.1,·
Cn1c(SCc2cccc(C(F)(F)F)c2)nnc1-c1ccco1,-3,3,41,2,-2,1,3,-2.5,120
COC(=O)[C@]1(C)N[C@H](CN(C)C(=O)Nc2ccc(C)cc2)[C@@H]2C(=O)N(C)C(=O)[C@@H]21,·,-17,·,-1,5,2,-5,-1.2,·
CCc1c(Cl)nc(N)nc1Nc1ccccc1C,·,-1,·,-2,6,·,-6,-1.0,·
CC1CCN(CCNC(=O)CN(C)S(=O)(=O)c2cccc3nsnc23)CC1,-2,-19,24,3,4,-2,-4,-0.3,100
Cc1ccc(CNC(=O)C2CN(S(C)(=O)=O)c3cc(Cl)ccc3O2)cc1 (stereo unspecified),-11,-14,38,1,6,4,-2,0.8,100
Cc1ccc(-c2nc(-c3cccnc3)no2)cc1,-33,-10,-22,3,0,5,-3,2.5,107
O=C1CCC(c2ccccc2)=NN1Cc1c(F)cccc1Cl,-8,1,34,-14,3,4,-3,-3.3,97
COc1ccc(N2CCN(c3nc4cc(C)ccc4cc3C=O)CC2)cc1,-3,-4,15,0,1,3,-11,0.1,102
O=C(O)/C=C/C(=O)N1CCN(C(=O)/C=C/C(=O)O)CC1,1,8,3,16,5,5,-1,0.0,104
Cc1ccc(CNC(=O)CNS(=O)(=O)c2ccc(Br)s2)cc1,1,-2,6,2,0,7,-7,0.8,102
CO/N=C\Cc1oc(=O)c(NC(=O)c2ccccc2)cc1C(=O)OC,-10,-6,14,26,-2,3,-3,-0.7,107
COC(=O)c1ccc(NC(=O)c2ccc(NC(=O)C3CCCO3)cc2)cc1 (stereo unspecified),2,-6,24,-8,5,2,-3,-0.8,101
CC(C)(O)c1ccc2c(c1)CCC1C(C)(C(=O)O)CCCC21C (stereo unspecified),-4,1,-19,-5,5,0,-6,-1.5,108
O=C(Nc1ccc2c(c1)OCO2)Nc1ccccc1F,-20,12,14,5,2,-2,-1,-1.4,110
CCOc1ccc(C2C(C#N)=C(N)SC(N)=C2C#N)cc1OC,-36,·,1,·,·,20*,·,·,94
CNC(=O)c1snnc1-c1ccccc1,6,-71,13,18,0,0,0,3.8,104
CCc1cc(-c2cnnn2Cc2ccccc2)ccc1-c1cn(CC(C)C)nn1,·,27,·,-9,·,·,-6,5.9,·
O=C(O)CCCC(=O)Nc1ccc2c(c1)oc1ccccc12,2,11,34,-1,-4,·,-8,-1.2,108
O=C(CNC(=O)c1ccco1)NCC(=O)OC(C(=O)c1ccccc1)c1ccc(Cl)cc1 (stereo unspecified),5,-22,-6,6,2,0,-4,-2.1,88
Cc1ccc(C2=NN=C(NC(=O)CSc3nc(C)cc(C)n3)SC2)cc1,-12,·,-11,·,·,13,5,·,96
O=[N+]([O-])c1cc(C(F)(F)F)ccc1NC1CCN(Cc2ccccc2)CC1,-2,-4,38,-10,·,-2,-4,3.1,100
CCCNC(=O)c1cc(-c2ccc(OC)cc2)on1,8,-11,12,-2,2,-2,-8,-3.3,108

# Rewritten with values ahead of the structure: two of the compounds above.
p-CIP stab down,CRFBP-R2 block,PHOSPHO1 block,CHRM4 PAM,IDE cell activ,IDE inh,GalR3 antagonist,CRFR2-BP ag,MEKK3 PB1 HTS,smiles
·,-10,·,6,1,-1,-4,-1.5,·,COc1cc2ccccc2cc1C(=O)Nc1ccncc1
-1,-7,28,4,3,-6,-1,-0.6,97,CCOc1cc(C2NN=C(c3ccccc3)S2)ccc1OCc1ccccc1Cl (stereo unspecified)

# Screening data deposited in PubChem BioAssay by several laboratories.

# Rows are unselected; any-hit rate near 4.2%.
